GLP1R cytotox: cytotoxicity in counter-screen for GLP-1R inverse agonists. HEK293 cAMP-luciferase reporter cells, luminescence, 24 h. Potency, µM (series often up to 38.3 µM), without a hit: at the top dose activity change, negative = inhibition, hits mostly inhibitors. 0.13% of 410,000 active;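 also: loss of luciferase light is scored as toxicity; % is scaled to controls: 0 for no effect and ±100 for the full control effect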
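Quantitative HTS format, 1536 wells, 200 cells/uL seeded. Compounds: 23 nL, 24 h, 37 °C. Detection: luciferase reagent, luminescence at 12 min RT; decreased signal taken as cytotoxic.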
GLP1R ag: agonists of human GLP-1 receptor. HEK293 GLP-1R CRE-luciferase, luminescence, 4-6 h; cells express a hypersensitive GLP-1R form. AID 624172. Potency, µM (highest dose often 45.6 µM), for inactives: at the highest dose activation, hits mostly activators. 0.007% of 380,000 active. P43220; also: % of control where 0% means no effect
Target sequence (P43220 whole entry, looked up): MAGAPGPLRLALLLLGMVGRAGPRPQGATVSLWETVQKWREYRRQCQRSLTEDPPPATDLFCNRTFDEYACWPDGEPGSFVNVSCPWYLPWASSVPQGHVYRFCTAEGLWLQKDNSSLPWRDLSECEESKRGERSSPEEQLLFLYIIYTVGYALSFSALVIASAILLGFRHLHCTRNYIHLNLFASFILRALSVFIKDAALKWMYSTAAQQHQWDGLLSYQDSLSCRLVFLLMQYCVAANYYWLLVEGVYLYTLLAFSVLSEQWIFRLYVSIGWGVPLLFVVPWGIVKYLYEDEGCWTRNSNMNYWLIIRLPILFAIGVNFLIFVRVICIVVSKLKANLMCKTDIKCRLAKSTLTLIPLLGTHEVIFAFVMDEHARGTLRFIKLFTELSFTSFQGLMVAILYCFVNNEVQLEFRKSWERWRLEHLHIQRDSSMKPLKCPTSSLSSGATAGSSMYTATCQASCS
HT1080NT lethal: kills 2HG-producing HT-1080-NT fibrosarcoma cells; HT-1080-NT fibrosarcoma viability, CellTiter-Glo ATP luminescence, 48 h; AID 686970; Potency, µM (doses to about 46.1 µM), for the others: at the top dose activity, negative = less viability, hits mostly cytotoxic; 1.6% of 360,000 active;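 also: NT is the 2HG producing partner of a matched IDH1 knockdown line; 0% = DMSO-treated cells and -100% = media-only wells without cells; nearly all actives have a fitted effect of over 55% in size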
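Fibrosarcoma NT cells, 750 per well in 5% FBS RPMI, were exposed to compound for 48 hours. Viability: CellTiter-Glo luminescence.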
SW480 rereplic: DNA re-replication induction in SW480 cells; Potency, µM (titrated, usually from 46.1 µM), inactives show at the highest dose re-replication activation, most hits filed as activators; 1.8% of 340,000 active; SW480 DNA re-replication, Hoechst DNA content imaging, 48 h; also: % of control where 0% means no effect; nearly all actives have a fitted effect of over 55% in size
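Treated cells incubate 48 hr (37 C, 5% CO2), are stained 40 min with Hoechst, and nuclear fluorescence is enumerated; a rise in nuclei with high DNA signal marks re-replication.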
KB-V1 cytotox: KB-V1 MDR subline cytotoxicity. KB-V1 MDR cells viability, CellTiter-Glo, 72 h. Potency, µM (top dose mostly 46.1 µM), inactives show at the top dose activity change, negative = cytotoxicity, actives largely listed as cytotoxic. 3.4% of 400,000 active. AID 1347076; also: % is scaled to controls: 0 for no effect and ±100 for the full control effect; nearly all actives have a fitted effect of over 60% in size
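KB-V1 MDR subline cells in DMEM (phenol-red free, 10% FBS) exposed to compounds in qHTS concentration series for 72 h at 37 degrees C. Viability read by CellTiter-Glo luminescence; concentration-effect curves fitted after normalization and correction.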
TDP43 rescue: rescues yeast growth from TDP-43 toxicity. 1.8% of 410,000 active. TDP-43 expressing yeast growth rescue, BacTiter-Glo, 24 h. Potency, µM (series often up to 46.1 µM), for the others: at the highest dose growth rescue (activation), usual class: activators; also: % of control where 0% means no effect; nearly all actives have a fitted effect of over 50% in size
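Galactose-induced TDP-43 yeast, OD600=0.02, compound pinned; 24 hr, 30 deg C; BacTiter-Glo luminescence for growth. Inhibitors of TDP-43 toxicity read as activators.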
KB-3-1 tox: KB-3-1 parental cell cytotoxicity; AID 1347075; Potency, µM (series often up to 46.1 µM), for the others: at the highest dose activity change, negative = cytotoxic, usual class: cytotoxic; 1.4% of 400,000 active; KB-3-1 viability, CellTiter-Glo ATP luminescence, 72 h; also: % is scaled to controls: 0 for no effect and ±100 for the full control effect; nearly all actives have a fitted effect of over 60% in size
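72 h, 37 °C compound treatment of KB-3-1 parental cells; CellTiter-Glo added, 10 min, luminescence read. Data corrected against DMSO-only plates and normalized before curve fitting.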
GLP-1R inv ag: GLP-1 receptor (human) inverse agonism; HEK293 GLP-1R CRE-luciferase, luminescence, 24 h; GLP-1R form is constitutively active; P43220; 1.6% of 410,000 active; AID 624417; Potency, µM (doses to about 38.3 µM), for the others: at the highest dose activity change, negative = inhibition, actives largely listed as inhibitors; also: % is scaled to controls: 0 for no effect and ±100 for the full control effect; nearly all actives have a fitted effect of over 55% in size
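Using stably transfected HEK293 (constitutively active GLP-1R, cAMP-luciferase reporter), compounds were incubated 24 hr and luciferase measured by luminescence.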
HT1080 IDH1KD tx: HT-1080 IDH1 knockdown cell toxicity (counter line); HT-1080 IDH1 knockdown viability, ATP luminescence, 48 h; Potency, µM (series often up to 46.1 µM), for inactives: top-dose activity, negative = toxicity, most hits filed as cytotoxic; 2% of 360,000 active; AID 686971;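 also: 0% = DMSO wells and -100% = cell-free medium wells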
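After a 2 h attachment period, IDH1KD HT-1080 cells took pin-transferred compound for 48 h at 37 °C; ATP-based luminescence after 10 min room-temperature reagent incubation reported viability.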
Numbers without * were called inactive; ? = inconclusive; . = no result given; & = joins results of further samples; [ ] = dose if it differs, or a comment. Calls follow the shape of the dose curve; as a rule, active = well fitted curve in the direction sought with a large enough effect; inconclusive = small, poorly fitted or top-dose-only effect, or another doubt; inactive = no such curve, though single readings can be large; an effect the other way counts as inactive or inconclusive. Potency is read from the fitted curve at half-maximal effect.

Screens in order: GLP1R cytotox | GLP1R ag | HT1080NT lethal | SW480 rereplic | KB-V1 cytotox | TDP43 rescue | KB-3-1 tox | GLP-1R inv ag | HT1080 IDH1KD tx
CCN1CCN(c2ccc(S(=O)(=O)N3CCCCC3)cc2NC(=O)c2sccc2C)CC1
 : -1% | 7% | 0% | 0% | ? | -1% | -1% | ? | -3%
CCN(CC(=O)Nc1ccc(OC)cc1)C(=O)Cc1cccs1
 : 2% | 8% | -2% | -75%[inhibitor] | -10% | 2% | -2% | 18% | -3%
COc1ccc(-c2cc(C(F)(F)F)n3nc(C(=O)N4CCN5CCCC5C4)cc3n2)cc1OC (configuration not stated)
 : 7% | 24% | -1% | ? | -23% | -25% | 7% | 8% | -6%
COc1cc(CN(C(=O)COc2ccc(F)cc2)c2ccccn2)cc(OC)c1OC
 : 0% | . | . | . | -14% | 12% | -2% | -1% | .
COc1ccccc1CNC(=O)C(=O)NCC(c1cccnc1)N1CCN(c2ccc(F)cc2)CC1 (configuration not stated)
 : 1% | . | . | . | -5% | 13% | -10% | -20% | .
O=C(CN1C(=O)NC2(CCOc3ccccc32)C1=O)NCC(F)(F)F (configuration not stated)
 : 12% | 5% | -2% | 6% | 0% | -16% | ? | 17% | 4%
O=c1[nH]c(CN2CCN(S(=O)(=O)c3ccc4ccccc4c3)CC2)nc2ccccc12
 : -8% | 4% | -4% | 0% | -14% | -6% | -24% | 7% | 3%
CCOc1cc(/C=N/NC(=O)c2ccc(=O)n(C)c2)ccc1O
 : 10% | 1% | 23% | -4% | 2% | 17% | 16% | 9% | 13%
CCN=C(Nc1ccc2c(c1)OCO2)SC1CC(=O)N(c2ccccc2F)C1=O (configuration not stated)
 : -11% | 2% | -2% | 2% | -4% | -17% | -8% | -13% | -8%
COCC(=O)N1CCCC(C(=O)c2ccc(-c3ccccc3)c(F)c2)C1 (configuration not stated)
 : -6% | 6% | -9% | -5% | -28% | 15%[9.22 µM] | -4% | -42% | -12%
N#Cc1ccc(C(=O)Nc2ccc(S(=O)(=O)NC3=NCCCCC3)cc2)cc1
 : -1% | -2% | -7% | -5%[9.22 µM] | 4% | -6% | -11% | 5% | 0%
COc1cccc(NC(=O)CN(C)C(=O)c2cc(C)on2)c1
 : 8% | -8% | 8% | 2% | 10% | 18% | 0% | 0% | 8%
COc1ccc(S(=O)(=O)N(CCCN2CCCC2=O)Cc2cc3cc(C)c(C)cc3[nH]c2=O)cc1
 : -6% | -4% | 0% | 3% | 3% | 20% | -1% | 4% | 5%
CCOC(=O)C1CCN(C(=O)c2cccc(S(=O)(=O)Nc3ccc(C)cc3C)c2)CC1
 : 7% | 6% | 7% | -5% | -27% | 11% | -2% | 11% | 3%
OCCOCCNc1ncnc2c1c(-c1ccccc1)cn2-c1ccccc1
 : -3% | 27% | -13% | -3% | 19% | 21% | -7% | 2% | -26%
CCOc1cc(/C=N/Nc2nc(N3CCCC3)nc(N3CCCC3)n2)ccc1O
 : ? | 0% | -1% | 15% | ? | -5% | -7% | ? | -4%
C/C(=N\Nc1ccccn1)c1ccc(OC(F)F)cc1
 : ? | 10% | -11% | ? | -25% | -3% | ? | -21% | ?
Cc1ccc(Cc2nnc3n(-c4cccc(C)c4)nc(C(=O)c4ccccc4)n3c2=O)cc1
 : 0% | -9% | 6% | -6% | ? | 1% | ? | 5% | 1%
COc1ccc(NC(=O)c2ccc3c(c2)NC(=O)CS3)cc1S(=O)(=O)Nc1ccc(Br)cc1
 : -19% | 12% | -1% | 14% | -18% | 18% | -1% | ? | -19%
COc1ccc(CN(C)C(=O)c2cc(S(=O)(=O)N3CCCCCC3)ccc2OC)cc1OC
 : 0% | 7% | -1% | -1% | ? | 3% | -1% | 22% | -3%
CCc1ccc2[nH]c3nc(SCCN4CCOCC4)nnc3c2c1
 : -5% | 13% | 11% | -4% | ? | 20% | -26% | 88%[activator] | -7%
O=C(c1ccc(COc2ccc(Cl)cc2)o1)N1N=C(C(F)F)CC1(O)C(F)F (configuration not stated)
 : -10% | 11% | ? | 9% | -29% | 22% | ? | ? | ?
COc1ccc(CNc2cccc(F)c2)cc1Br
 : 0% | 2% | 17% | -7% | ? | 13µM* | -10% | ? | 3%
CCOc1ccc(NC(=O)CC2C(=O)N(c3cccc(OC)c3)C(=O)N2CCOC)cc1 (configuration not stated)
 : -7% | 0% | 0% | -4% | 19% | -10% | 11% | -4% | 5%
CC(=O)Nc1ccc(C(=O)OCC(=O)NCc2cccs2)cc1
 : -6% | -1% | 5% | -24% | -5% | 12% | -11% | 2% | 7%
COc1ccccc1N1CCN(C(=O)C2CCN(C(=O)c3cccc(Cl)c3)CC2)CC1
 : -8% | 2% | -8% | -1% | ? | 11% | -3% | ? | -4%
CCCOc1ccc(N2C(=O)CC(N3CCC(O)(c4cccc(C(F)(F)F)c4)CC3)C2=O)cc1 (configuration not stated)
 : -18% | -4% | 0% | -6% | 0% | 5% | -12% | -30% | -6%
O=C(COC(=O)c1cc(S(=O)(=O)N2CCOCC2)ccc1O)NCC1CCCO1 (configuration not stated)
 : 7% | -12% | 21% | -3% | 28% | 13% | 4% | 8% | 22%
CC1=C(C(=O)OCC(C)C)[C@]23C(=O)c4ccccc4[C@@]2(O1)OC(N)=C3C#N
 : 1% | 15% | -1% | -6% | 7% | 11% | 3% | 0% | 2%
Cc1onc(-c2ccccc2)c1C(=O)N1CCC(CO)(Cc2ccccc2)CC1
 : -6% | 0% | -5% | -2% | 0% | 16% | -8% | -25% | -5%

4 compounds from above, arranged by heavy-atom count, lowest first.
Screens in order: GLP1R cytotox | GLP1R ag | HT1080NT lethal | SW480 rereplic | KB-V1 cytotox | TDP43 rescue | KB-3-1 tox | GLP-1R inv ag | HT1080 IDH1KD tx
CCOc1cc(/C=N/NC(=O)c2ccc(=O)n(C)c2)ccc1O
 : 10% | 1% | 23% | -4% | 2% | 17% | 16% | 9% | 13%
COCC(=O)N1CCCC(C(=O)c2ccc(-c3ccccc3)c(F)c2)C1 (configuration not stated)
 : -6% | 6% | -9% | -5% | -28% | 15%[9.22 µM] | -4% | -42% | -12%
CCOc1cc(/C=N/Nc2nc(N3CCCC3)nc(N3CCCC3)n2)ccc1O
 : ? | 0% | -1% | 15% | ? | -5% | -7% | ? | -4%
COc1cc(CN(C(=O)COc2ccc(F)cc2)c2ccccn2)cc(OC)c1OC
 : 0% | . | . | . | -14% | 12% | -2% | -1% | .

Additional records
Screens in order: GLP1R cytotox | GLP1R ag | HT1080NT lethal | SW480 rereplic | KB-V1 cytotox | TDP43 rescue | KB-3-1 tox | GLP-1R inv ag | HT1080 IDH1KD tx
CCC(=O)c1ccc(OCC(=O)OCC(=O)NCc2cccs2)cc1
 : 4% | -5% | 3% | -23% | 24% | ? | 12% | 3% | -1%
CC1(C)CC(=O)C2=C(C1)N(c1cccnc1)C(N)=C(C#N)C2c1cccs1 (configuration not stated)
 : 0%[1.53 µM] | 18% | 10% | 3% | 0% | 4% | -11% | 13% | 13%
O=C(CC1C[C@H](C(=O)N2CCOCC2)[C@@]2(CCC3CCCC3)c3[nH]c4ccccc4c3CCN2C1=O)NCCC1=CCCCC1 (some centres not stated)
 : 1% | -3% | 3% | -8% | 0% | 5% | 0% | -1% | 5%
COc1ccc(Br)cc1CN(C)CC(=O)NCCc1ccccc1
 : -22% | 11% | -7% | -2% | ? | -5% | 0% | ? | -6%
Cc1cn(C)c(CC(=O)NCc2ccccc2)c1C(=O)O
 : 5% | . | . | . | 22% | 12% | 1% | 18% | .
O=C(COC(=O)c1ccc(Cl)c(Cl)c1)NC1CCCC1
 : 2% | 0% | 3% | -12% | -14% | -1% | 5% | 12% | 3%
O=C(COc1ncnc2ccccc12)Nc1ccc(S(=O)(=O)N2CCOCC2)cc1
 : 10% | 4% | 12% | 8% | 1% | -26% | -4% | 3% | 15%
COc1ccc2nc(NC(=O)CSc3nc(SC)ns3)sc2c1
 : -3% | 3% | 20% | -13% | -2% | 5% | 6% | -19% | 10%
COc1ccc(C2CC(c3cccs3)=NN2C(=O)CSC2=NN3CCCC(=O)N=C3S2)cc1 (configuration not stated)
 : -19% | -2% | -2% | -12% | -6% | 24% | -1% | -15% | 0%
O=C(NCCc1ccncc1)Nc1ccc(Cl)c(Cl)c1
 : 5% | -1% | -25% | 0% | -25% | 9% | 3% | ? | -19%
COc1ccc(C2Nc3ccccc3C(=O)N2Cc2ccco2)cc1CN1C(=O)c2ccccc2C1=O (configuration not stated)
 : -5%&-17% | 14%&-1% | 7%&9% | -8%&28% | ? | -5%&1% | ? | ? | 2%&-20%
Cn1c(SCC(=O)NC2CCCCC2)nnc1-c1cccc(N)c1
 : -9% | 15% | 9% | -2% | ? | 6% | 12% | -3% | 5%
Cc1ccc(CNC(=O)CN(C)S(=O)(=O)c2ccc3c(c2)c(=O)n(C)c(=O)n3C)cc1
 : 1% | 1% | . | . | -17% | 1% | -36% | -5% | .
CC(=O)OCC[n+]1c(C)n(-c2ccccc2)c2ccc(Cl)cc21
 : -10% | 5% | 4% | -23% | 7% | -17%[0.397 µM] | 3% | 10% | 3%
COCCn1c(SCC(=O)N(C)c2c(N)n(Cc3ccccc3)c(=O)[nH]c2=O)nnc1-c1cccc(C)c1
 : 2% | -1% | 3% | -4% | 0% | -3% | 28% | 9% | -1%
O=C(COC(=O)c1ccc(S(=O)(=O)N2CCCCC2)cc1)NCc1ccccc1
 : 4% | 2% | 3% | ? | 0% | -3% | -7% | -5% | -11%
O=C(Nc1cccc(C(=O)O)c1)/C(=C\c1ccc2c(c1)OCO2)NC(=O)c1ccccc1Cl
 : 1% | -2% | -3% | 0% | 0% | 12% | -3% | 3% | -6%
CC(C)CC(c1nnnn1C1CCCC1)N1CCN(c2ccccc2F)CC1 (configuration not stated)
 : 3% | -11% | 4% | 12% | -5% | -15% | -29% | ? | 4%
CSCCC1NC(=O)NC1=O (configuration not stated)
 : -12% | -1% | 13% | -8% | 7% | -8% | 12% | -16% | 7%
